PPARg SRC-1 ag: PPARgamma-driven SRC-1 recruitment agonism; 0.41% of 200,000 active; P37231; PPARgamma-SRC-1 coactivator recruitment biochemical assay; activation, % at 8 µM; AID 631; in the data active = activation above about 19%;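 note: 0% = DMSO and 100% = reference agonist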
STAT1 inh: STAT1 signaling inhibition. NIH 3T3 STAT1-luciferase reporter, IFN-gamma, luminescence. inhibition, % at 5.5 µM. 0.35% of 200,000 active. AID 920;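 active = inhibition above a set limit, the mean inhibition across all tested compounds plus 3 SD, cut at about 34% in these data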;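 note: 0% = IFN-gamma with DMSO and 100% = IFN-gamma with 300 µM nifuroxazide; values of inactives mirror those of a sister screen read the other way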
ROMK mod: modulators of human ROMK potassium channel | 2% of 130,000 active | Tet-inducible ROMK, thallium flux fluorescence; actives lie on both sides | P48048 | AID 1918 | B-score at 10 µM;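 active = signal ratio slope over the read window, or its plate-corrected B-score, at least 3 SD from the plate mean, either direction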;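 note: B-score of the F/F0 ratio slope over 7 to 12 s after thallium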
Target sequence (P48048 whole entry, looked up): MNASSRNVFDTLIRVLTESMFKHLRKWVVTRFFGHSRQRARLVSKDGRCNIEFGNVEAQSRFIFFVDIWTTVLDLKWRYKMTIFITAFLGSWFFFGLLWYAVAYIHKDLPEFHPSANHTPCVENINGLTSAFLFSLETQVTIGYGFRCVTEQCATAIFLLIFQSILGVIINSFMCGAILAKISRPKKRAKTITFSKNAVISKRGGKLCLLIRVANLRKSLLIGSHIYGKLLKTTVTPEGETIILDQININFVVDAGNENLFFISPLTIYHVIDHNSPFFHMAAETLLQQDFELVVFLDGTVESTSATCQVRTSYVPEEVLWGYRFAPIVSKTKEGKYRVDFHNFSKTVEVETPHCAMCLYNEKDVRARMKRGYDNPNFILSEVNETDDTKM
PPARg SRC-3 ag: agonists of human PPARgamma SRC-3 coactivator recruitment; activation, % at 8 µM; P37231; 0.26% of 200,000 active; biochemical PPARgamma/SRC-3 coactivator recruitment assay; in the data active = activation above about 23%;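 note: 0% = DMSO and 100% = reference agonist; some compounds past the cut are filed as inactive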
TNAP act hiacc: TNAP (human) activation, high acceptor. 200,000 tested, under 10 active. purified TNAP, CDP-star luminescence, 1 M DEA, 30 min; stronger effect = higher value; 0 = EDTA background, 1 = DMSO-only activity. activation factor at 20 µM. AID 1136;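 active = activation factor at least 2 at 20 µM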
Target sequence (P05186 whole entry, looked up): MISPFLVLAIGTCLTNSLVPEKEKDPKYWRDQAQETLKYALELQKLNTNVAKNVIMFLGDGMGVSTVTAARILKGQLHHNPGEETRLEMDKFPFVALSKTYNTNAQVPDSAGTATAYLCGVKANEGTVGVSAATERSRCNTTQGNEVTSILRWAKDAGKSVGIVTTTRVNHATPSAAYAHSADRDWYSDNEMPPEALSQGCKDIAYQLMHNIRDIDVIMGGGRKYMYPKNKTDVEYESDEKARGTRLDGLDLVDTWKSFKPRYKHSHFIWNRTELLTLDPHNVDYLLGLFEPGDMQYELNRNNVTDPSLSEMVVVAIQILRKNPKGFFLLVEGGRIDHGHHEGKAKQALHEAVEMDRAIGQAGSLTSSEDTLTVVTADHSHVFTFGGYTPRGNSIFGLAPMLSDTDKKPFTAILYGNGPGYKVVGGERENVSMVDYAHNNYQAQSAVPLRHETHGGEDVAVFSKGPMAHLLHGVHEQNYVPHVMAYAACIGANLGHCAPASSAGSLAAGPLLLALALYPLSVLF
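Dosing: 20 µM single point. System: human TNAP. Amount: TNAP 1/800 final. Incubation: 30 min, room temperature. Read-out: TNAP activation factor scaled between EDTA and DMSO control wells. Signal: luminescence from CDP-star hydrolysis. Medium: 1 M DEA, pH 9.8, Mg2+, Zn2+. Control set: EDTA negative control, DMSO positive control.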
PPARg SRC-2 ag: agonists of SRC-2 recruitment by human PPARgamma. P37231. PPARgamma LBD-SRC-2 recruitment, biochemical. activation, % at 8 µM. 0.34% of 200,000 active. AID 1032; in the data active = activation above about 22%;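 note: 0% = vehicle and 100% = reference agonist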
STAT3 act: activators of IL-6 induced STAT3 signaling; U3A cells, IL-6 STAT3-luciferase reporter, luminescence; 100% = signal with IL-6 EC80 alone; activation (% of control), % at 5.6 µM; 0.91% of 190,000 active; AID 871;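 active = activation above the screen-wide mean of compound activation plus 3 SD, cut at about 130% in these data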;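 note: 0% = background luminescence of wells with medium and substrate only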
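Material: STAT1-lacking human U3A cells, STAT3 luciferase reporter | Benchmarks: IL-6-only wells as 100% reference | Probe or stimulus: IL-6 (33 ng/mL) | Timing: Compound 1 h, then IL-6 6 h at 37 °C | Detection: Luminescence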
SRC2 TRFRET art: counter-screen for PPARgamma SRC-2 recruitment agonists: TR-FRET artefact. AID 1049. TR-FRET ratio at 8 µM. stronger effect = higher value. 0.4% of 200,000 active; in the data active = TR-FRET ratio above about 2000; note: inactives centre near 1500
bIAP inhibitor: blocks bovine intestinal alkaline phosphatase activity; purified bovine IAP, CDP-star luminescence, 30 min; inhibition, % at 20 µM; 190,000 tested, under 10 active;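 active = over 50% inhibition of intestinal alkaline phosphatase at 20 µM in the single-dose screen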
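System: purified bovine intestinal alkaline phosphatase (IAP) enzyme; Input: IAP diluted 1/65,000,000 in the well; Measured by: CDP-star luminescence signal; Compound dosing: 20 µM single dose; Incubation: 30 min reaction at room temperature.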
STAT3 inh: STAT3 signaling inhibition; U3A cells, IL-6 STAT3-luciferase reporter, luminescence; host cell line lacks STAT1; inhibition, % at 5.5 µM; 0.89% of 190,000 active; AID 862;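 active = inhibition above the mean inhibition across all screened compounds plus 3 SD, cut at about 44% in these data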;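 note: 0% = DMSO only wells and 100% = 100 µM nifuroxazide control wells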
bIAP act: increases bovine intestinal alkaline phosphatase activity; purified bovine IAP, CDP-star luminescence, 30 min; stronger effect = higher value; fold of DMSO-control signal, blank-subtracted; activation factor at 20 µM; 0.17% of 200,000 active;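 active = activation factor of 2 or more at 20 µM, a signal rise over negative controls twice the positive control's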
An asterisk follows results filed as active; x = not tested or not shown.

molecule	PPARg SRC-1 ag	STAT1 inh	ROMK mod	PPARg SRC-3 ag	TNAP act hiacc	PPARg SRC-2 ag	STAT3 act	SRC2 TRFRET art	bIAP inhibitor	STAT3 inh	bIAP act
Cc1cccc(COCC(Cc2ccccc2)N2CCN(C(=O)c3cc(Cl)cc(Cl)c3)CCC2=O)c1 (stereo unspecified)	6	12	-1.4	3	1	16	98	1505	9	-1	0.9
CC1CCN(C(=O)COC(=O)c2ccccc2NC(=O)c2ccco2)CC1	2	-14	0.39	-3	1	4	107	1611	-8	-2	1.1
CCOc1ccccc1NC(=O)CCN1CCN(S(=O)(=O)c2ccc(OC)cc2)CC1	-1	-5	x	5	1.1	-4	98	1557	6	7	0.9
COc1ccccc1N(CC(=O)NCc1ccc(F)cc1)C(=O)CCC(=O)Nc1ccccn1	0	-5	-0.97	2	1	2	96	1557	-7	9	1.1
O=C(CSC1=Nc2ccccc2C2CC=NN12)Nc1ccc2c(c1)OCO2 (stereo unspecified)	2	-8	-1.1	6	1.1	7	92	1763	-11	14	1.1
COc1cc(-c2cc(-c3nnco3)c3ccccc3n2)cc(OC)c1OC	8	-1	0.72	1	1	5	87	1910	-4	21	1
CC(C)CC(NC(=O)C(NC(=O)C(Cc1ccc(OCc2ccccc2)cc1)NC(=O)OC(C)(C)C)C(C)C)C(N)=O (stereo unspecified)	4	5	0.0042	4	1	13	106	1595	-6	-7	1.1
CC(C)Nc1nc(NC(C)(C)C)nc(Oc2ccc(=O)n(C)n2)n1	1	9	-0.34	8	1	7	89	1654	-9	18	1.1
COc1ccc(C(c2sc3nc(C)nn3c2O)N2CC(C)OC(C)C2)cc1OC (stereo unspecified)	7	6	x	2	1	-4	104	1551	21	-5	0.8
CC(C)=CC(=O)OCC(=O)Nc1ncc(Cl)c(C)c1Cl	9	10	x	-1	1	9	91	1521	5	14	0.9
O=C(O)/C=C/C(=O)NCc1cn(-c2ccccc2)nc1-c1cccc(Br)c1	2	10	0.48	-1	1	9	107	1667	0	-7	1
CCCOc1ccc(-c2nc[nH]c2[N+](=O)[O-])cc1	-2	0	-0.44	1	1	-2	101	1517	-2	4	1
CCC(=O)N1c2ccc(S(=O)(=O)N(CCO)Cc3ccccc3)cc2CC1C (stereo unspecified)	-4	-3	-0.67	-11	1.1	-9	90	1285	1	15	1
O=C(CSc1nc2ccccc2c(=O)n1NC(=O)c1ccccc1)c1ccccc1	5	-55	x	3	1	-2	113	1499	-1	-11	1
COc1cccc(NC(=O)C(=O)N/N=C/c2cc(C)n(-c3ccc(Cl)c(Cl)c3)c2C)c1	6	-6	0.87	8	1	12	96	1688	-2	4	1
CC1CCN(S(=O)(=O)c2ccc(NC(=S)NC(=O)c3ccc(Cl)cc3)cc2)CC1	-6	1	0.026	-3	1	3	101	1487	-6	-1	1.1
C#CCNc1c(C)c(C)nc2ncnn12	6	-2	2.5	-20	1.1	-6	96	1196	0	8	1
COc1ccc(Nc2ccccc2)c(C)c1	6	-6	x	6	1	8	99	1575	12	1	0.9
Clc1ccc(-c2nc3ncccn3c2Nc2ccc3c(c2)OCCO3)cc1	9	-6	x	2	1	5	115	1455	-2	-6	1
Cc1cc(C)c(C)c(OCCOCCNCc2ccccc2)c1	-9	8	-0.71	-3	1.1	3	99	1341	12	2	0.9
CC1(C)C(=O)Nc2ccccc2N1C(=O)COc1ccc(S(=O)(=O)N2CCOCC2)cc1Cl	6	-2	x	2	1.1	6	109	1719	3	0	1
CC(C)(C)N(NC(=O)Nc1ccccc1)C(=O)c1ccccc1Cl	9	-5	x	12	1.1	5	102	1521	2	4	1
CCCN=C1CC(C)(C)CC(=O)/C1=C(/O)CCCN1C(=O)c2ccccc2C1=O	9	4	0.25	-3	1	-2	97	1532	-8	9	1.1
O=C(CSCc1ccccc1Cl)NNC(=S)Nc1ccccc1	-4	-1	-0.82	-5	1	-3	99	1398	22	7	0.8
CS(=O)(=O)N1CCN(c2ccccc2NC(=O)c2cccnc2Cl)CC1	-3	3	0.037	-8	1	2	102	1441	1	-2	1
COc1cccc(OC)c1C(=O)NC(=S)Nc1ccc(S(=O)(=O)Nc2nccs2)cc1	3	9	-1.1	9	1.1	7	101	1508	17	3	0.8
COc1ccc(C(=O)N/C(=C\c2ccco2)C(=O)NCc2cccnc2)cc1	8	-13	-0.066	7	1	-1	100	1565	x	8	0.5
CN(C)c1ccc(C(=O)NC2CCCc3ccccc32)cc1 (stereo unspecified)	7	-16	1.6	5	1	1	105	1558	-5	-1	1.1
C=CCN1C(=O)C(CCCC)NC1=S (stereo unspecified)	7	0	x	1	1	-13	99	1580	3	0	1
CC(C)c1nnc(NC(=O)C2CCCCC2)s1	-5	-14	x	-1	1	-5	102	1458	6	3	0.9
COCCOC(=O)c1ccc(NC(=O)COc2ccc([N+](=O)[O-])cc2)cc1	4	-1	-0.46	-2	1	0	103	1512	0	8	1
CCOc1ccccc1Nc1nc(-c2sc(C)nc2C)cs1	3	1	0.25	7	1	6	87	1467	-6	19	1.1
Clc1ccccc1OCc1nc(-c2ccccn2)no1	6	-74	x	-3	1	10	85	1607	4	21	1
O=C(Cc1ccccc1)NC(NCCc1ccccc1)C(Cl)(Cl)Cl (stereo unspecified)	-5	1	x	0	1	-2	102	1416	9	5	0.9
COc1cccc(C(=O)CN2C(=O)C(C)(C)Oc3ccc(C(=O)N4CCCCCC4)cc32)c1	2	5	x	1	1	-1	109	1532	-22	-4	1.2
Cc1ccccc1NCC(=O)N/N=C\C=C\c1cccc([N+](=O)[O-])c1	4	2	0.27	3	1	13	107	1762	1	-10	1
CCOc1cc(C(=O)CCC(=O)OCC(=O)N2c3ccccc3NC(=O)C2(C)C)ccc1O	-4	8	-0.27	6	1	8	100	1630	-14	0	1.1
CCCCNc1c2c3c(cccc3n(C)c1=O)C(=O)c1ccccc1-2	6	8	x	10	0.8	3	93	1624	6	12	0.9
O=C(Nc1nc2c(s1)CCCC2)c1cc(-c2ccncc2)nc2ccccc12	7	-11	x	1	1	8	94	1584	8	9	0.9
C=CCNC(=O)c1cc2nc(C3CC3)cc(C(F)F)n2n1	-3	-6	0.65	-3	1	16	101	1577	2	6	1
Cc1ccc(Oc2coc3cc(OC(=O)c4cccs4)ccc3c2=O)cc1	11	-2	x	-2	1	10	114	1529	12	-17	0.9
CSc1ncc(CN2CCc3c([nH]c4ccccc34)C2c2cccc(O)c2)cn1 (stereo unspecified)	8	-8	x	6	1.1	12	154*	1735	-17	-53	1.2
Cc1cc(N2CCOCC2)nc2ccc(NC(=O)CCC(=O)N3CCCC(C)C3)cc12 (stereo unspecified)	0	-3	x	2	1.1	6	109	1606	-2	-7	1
COc1ccccc1OCCSc1nc2ccccc2n1CCO	0	4	1.4	-4	1	0	103	1546	-5	-1	1.1
CCc1cccc(CC)c1NC(=O)CN1CCN(c2ccccc2)CC1	9	9	-0.28	6	1	-6	99	1525	-16	4	1.2
Cc1cc[n+](CCC(=O)O)c2ccccc12	5	4	1.8	1	1	-4	100	1513	2	6	1
C=CCNC(=S)N1CCN(CCN=CC2=C(O)CC(c3ccc(Cl)cc3)CC2=O)CC1 (stereo unspecified)	10	-3	-0.96	3	1	5	103	1594	1	2	1
Cc1noc(C)c1CSc1nnc(-c2ccccc2)o1	10	1	0.12	4	1.1	7	102	1561	-6	1	1.1
Cc1cccc(OCc2nnc(SCC(=O)N3c4ccccc4CC3C)n2C)c1C (stereo unspecified)	2	5	x	2	1	4	89	1670	-17	14	1.2
CC1CCN(C2=NC(=O)/C(=C/c3cn(-c4ccccc4)nc3-c3cccc(S(=O)(=O)N(C)C)c3)S2)CC1	2	-1	0.41	-5	1	-6	91	1395	-9	18	1.1
CCC(c1nnc(SCC(=O)N2CC(=O)Nc3ccccc32)n1Cc1ccccc1)N(C)C (stereo unspecified)	-9	6	x	-7	1.1	-9	97	1305	-5	14	1.1
COc1ccc(-c2nc(=S)[nH][nH]2)cc1	-2	0	x	-2	1.1	3	101	1459	-8	7	1.1
O=c1cc(CN2CCN(c3ccc(O)cc3)CC2)nc2scc(-c3ccccc3)n12	5	8	-0.25	2	1	9	108	1646	-10	-1	1.1
S=c1[nH]nc(-c2ccccc2)n1/N=C/c1c[nH]c2ccccc12	-7	-6	1.4	0	1	1	94	1524	18	10	0.8
O=C(CCN1C(=O)c2ccccc2C1=O)Nc1sc2c(c1C(=O)NCC1CCCO1)CCC2 (stereo unspecified)	4	-8	-0.39	2	1	4	101	1471	2	-3	1
COc1ccc(/C=C(/NC(=O)c2ccccc2)C(=O)N/N=C/c2sccc2C)cc1	7	1	x	1	1	-5	106	1615	10	-5	0.9
COc1ccc(CCNC(=O)/C=C/C(=O)O)cc1OC	0	-3	-0.036	-7	1.1	2	104	1518	-3	-3	1
Cc1cccc(-n2c(SCC(=O)Nc3ncc(Cl)cc3Cl)nc3ccccc32)c1	0	-1	x	0	1	5	101	1567	-4	0	1
C[C@@H](C(=O)N1CCNCC1)n1cc(CCC(=O)O)nn1	-4	8	x	-2	1.1	-4	x	1326	-5	x	1
O=c1c2ccccc2nc(/C=C/c2cccc([N+](=O)[O-])c2)n1CCO	6	-1	-0.18	-1	1	-1	104	1464	8	0	0.9

Rewritten with values under each structure: part of the list above
Values run as follows: PPARg SRC-1 ag	STAT1 inh	ROMK mod	PPARg SRC-3 ag	TNAP act hiacc	PPARg SRC-2 ag	STAT3 act	SRC2 TRFRET art	bIAP inhibitor	STAT3 inh	bIAP act
O=c1cc(CN2CCN(c3ccc(O)cc3)CC2)nc2scc(-c3ccccc3)n12
  5	8	-0.25	2	1	9	108	1646	-10	-1	1.1
O=C(CCN1C(=O)c2ccccc2C1=O)Nc1sc2c(c1C(=O)NCC1CCCO1)CCC2 (stereo unspecified)
  4	-8	-0.39	2	1	4	101	1471	2	-3	1

Further structures follow:
molecule	PPARg SRC-1 ag	STAT1 inh	ROMK mod	PPARg SRC-3 ag	TNAP act hiacc	PPARg SRC-2 ag	STAT3 act	SRC2 TRFRET art	bIAP inhibitor	STAT3 inh	bIAP act
COCCn1c(SCC(=O)N2CCCCC2)nc2cccnc21	6	-4	0.69	4	1.1	9	110	1722	18	-5	0.8
Cc1cc2cc(CNC(=S)NCc3ccccc3)ccc2n1C	-5	2	-0.11	-5	1	-1	100	1715	7	6	0.9
CCOc1ccc(OCC)c(NC(=O)CCn2c(=O)oc3ccccc32)c1	7	4	x	-6	1.1	4	99	1733	2	10	1
O=C(CC1=NC2(CCCC2)Cc2ccccc21)N1CCOCC1	3	0	x	-6	1.1	1	102	1641	-4	9	1
CCCCNC(=O)Nc1nnc(-c2ccc(Cl)cc2)o1	0	2	0.085	10	1	1	92	1498	2	15	1

Screening results from PubChem BioAssay.
